High-throughput results (PubChem BioAssay)
LMPTP inh: LMPTP phosphatase inhibitors, primary screen, biochemical, fluorescence intensity, uHTS; Low molecular weight phosphotyrosine protein phosphatase (Homo sapiens), P24666; recombinant LMPTP-A, OMFP fluorogenic substrate; inhibition, % at 20 µM; hit rate 0.22% among 360,000;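 active = compounds that cut the enzyme signal by at least half of the control window in the single-dose screen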;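 also: plate controls were DMSO wells with enzyme plus substrate for no effect and substrate without enzyme for full effect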
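Buffer or medium: Bis-Tris pH 6.0, DTT, detergent; Assay system: LMPTP-A enzyme; Quantity: 0.625 nM enzyme; Detection: endpoint fluorescence intensity; Times: 50 min dark incubation at room temperature; Controls: substrate-only low control, DMSO enzyme-plus-substrate high control; Doses: single 20 µM dose; Read-out: percent inhibition versus substrate-only and uninhibited controls; Reagent: 400 µM OMFP.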
Rpn11 block: Rpn11 (PSMD14) deubiquitinase inhibitors, primary screen, biochemical, fluorescence polarization, uHTS | calls only at 20 µM | hit rate 0.59% among 360,000 | human 26S proteasome, Ub4-pepOG fluorescence polarization; 20S core pre-blocked with epoxomicin;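 active = inhibition at 20 µM, scaled to each plate's controls, above about 33%, limit read from the data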
Neddylation inh: inhibitors of cullin neddylation, primary screen, biochemical, TR-FRET, uHTS, NAE and Ubc12. calls only at 25 µM. hit rate 0.58% among 360,000. AID 651699, 2012; in the data active = inhibition above about 36%
Target sequence (P61081 whole entry, looked up): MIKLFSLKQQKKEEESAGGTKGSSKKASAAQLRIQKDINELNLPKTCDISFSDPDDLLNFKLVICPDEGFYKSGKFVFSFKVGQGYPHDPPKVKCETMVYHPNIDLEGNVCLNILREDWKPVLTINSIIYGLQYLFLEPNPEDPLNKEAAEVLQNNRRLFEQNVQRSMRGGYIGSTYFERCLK
Target sequence (Q13564 whole entry, looked up): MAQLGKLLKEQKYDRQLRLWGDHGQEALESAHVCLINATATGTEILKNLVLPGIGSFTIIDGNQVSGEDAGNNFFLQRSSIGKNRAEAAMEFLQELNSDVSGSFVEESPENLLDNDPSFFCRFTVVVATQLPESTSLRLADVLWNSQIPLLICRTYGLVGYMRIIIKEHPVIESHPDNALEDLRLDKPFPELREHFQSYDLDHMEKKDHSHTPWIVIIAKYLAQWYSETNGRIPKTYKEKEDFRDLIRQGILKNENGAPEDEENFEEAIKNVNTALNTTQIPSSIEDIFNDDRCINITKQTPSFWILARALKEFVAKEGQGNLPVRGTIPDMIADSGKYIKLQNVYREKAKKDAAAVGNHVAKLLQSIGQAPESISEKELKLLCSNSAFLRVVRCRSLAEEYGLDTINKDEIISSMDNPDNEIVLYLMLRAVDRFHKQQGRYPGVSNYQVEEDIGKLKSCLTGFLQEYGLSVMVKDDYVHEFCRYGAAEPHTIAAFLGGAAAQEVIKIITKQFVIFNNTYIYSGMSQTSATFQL
SUMO1-SIM PPI: modulators of SUMO1 protein-protein interactions, primary screen, biochemical, uHTS; SUMO1 binding to a labelled peptide, TR-FRET, 1 h; inhibition, % at 20 µM; hit rate 0.33% among 360,000; in the data active = inhibition above about 37%
Target sequence (P63165 whole entry, looked up): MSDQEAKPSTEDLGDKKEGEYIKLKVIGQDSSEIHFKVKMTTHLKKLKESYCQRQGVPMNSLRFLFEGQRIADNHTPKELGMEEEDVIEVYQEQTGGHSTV
CSN inh: inhibitors of CSN-mediated cullin deneddylation, primary screen, biochemical, fluorescence polarization, uHTS. COP9 signalosome complex subunit 5 (Homo sapiens), Q92905. Purified CSN, SCF-Nedd8-OG deneddylation. inhibition, % at 12.5 µM. hit rate 0.38% among 360,000. AID 651999, 2013;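 active = pattern-corrected inhibition above about 35%, with an unprinted fluorescence ratio check between 0.5 and 1.5, limit read from the data, passing the limit was not always enough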;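 also: 0% = enzyme with substrate and 100% = substrate without enzyme; some results filed as inactive read as strong as hits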
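Schedule: reaction 90 min, room temperature / Assay system: HEK293T-derived human Csn5 enzyme / Input: Csn5 at 0.24 nM final / Measure: inhibition of Csn5 cleavage, % / Control set: substrate-only high control, full reaction low control / Technique: fluorescence polarization of the substrate / Buffer or medium: Tris/NaCl/DTT buffer, pH 7.5 / Reagent: SCFSkp2-Nedd8OG substrate at 10 nM final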
DNMT1 inh: human DNMT1 methyltransferase inhibitors, primary screen, biochemical, molecular beacon, fluorescence, HinP1I cleavage, uHTS; DNA (cytosine-5)-methyltransferase 1 (Homo sapiens), P26358; inhibition (reported as % activation of signal), % at 10 µM; hit rate 0.83% among 360,000; AID 588458, 2011; in the data active = inhibition above about 50%
Scp1 inh: Scp-1 phosphatase inhibitors, primary screen, biochemical, colorimetric, uHTS | AID 493091, 2011 | hit rate 0.88% among 340,000 | Recombinant Scp1, phosphopeptide, malachite green phosphate absorbance | inhibition, % at 20 µM | Carboxy-terminal domain RNA polymerase II polypeptide A small phosphatase 1 (Homo …;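 active = inhibition above about 50% at 20 µM, limit read from the data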;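 also: plate controls were DMSO wells with enzyme for no effect and wells lacking enzyme for full effect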
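Test system: SCP-1 phosphatase catalytic domain, residues 76-261; measured by: colorimetric phosphate reagent with accelerator and stabiliser, absorbance at 630 nm; timing: enzyme reaction 45 min at room temperature, colour 5 min, stabilisation 30 min; also added: Phosphorylated 17-residue peptide substrate; compound dosing: one concentration, 20 µM, with 1.0% DMSO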
NadD inh: inhibitors of S. aureus NadD, primary screen, biochemical, colorimetric, uHTS; inhibition, % at 20 µM; purified NadD enzyme, colorimetric absorbance read-out; AID 602399, 2012; hit rate 0.78% among 360,000; Nicotinate-nucleotide adenylyltransferase NadD (Staphylococcus aureus N315); in the data active = inhibition above about 26%; also: some compounds past the cut are filed as inactive
Rin1-Abl PPI inh: inhibitors of Rin1-Abl protein binding, primary screen, biochemical, TR-FRET | inhibition, % at 7.35 µM | Tyrosine-protein kinase ABL1 (Homo sapiens) + Ras and Rab interactor 1 (Homo sapiens), … | hit rate 0.4% among 360,000; in the data active = inhibition above about 5%, passing the limit was not always enough
STEP block: STEP phosphatase inhibitors, primary screen, biochemical, fluorescence intensity, uHTS | hit rate 0.25% among 360,000 | AID 588621, 2011 | Tyrosine-protein phosphatase non-receptor type 5 (Homo sapiens), P54829 | inhibition, % at 20 µM | recombinant STEP, OMFP fluorogenic substrate;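 active = inhibition at 20 µM, scaled per plate between control wells, above about 37%, limit read from the data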;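 also: 0% = DMSO with enzyme and substrate and 100% = substrate only without enzyme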
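Assay system: isolated STEP enzyme / Timing: 20 min at room temperature, dark / Doses: 20 µM, 1% DMSO / Technique: fluorescence intensity, excitation 480 nm, emission 540 nm / Reagent: fluorogenic phosphatase substrate OMFP at 25 µM final / Measure: percent inhibition scaled to no-enzyme and uninhibited-enzyme controls, plate-pattern corrected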
Starred values were filed as active, the others as inactive; i = inactive; / = no result given; + = active, no number; & = joins results of further samples.

cpd	SMILES	LMPTP inh	Rpn11 block	Neddylation inh	SUMO1-SIM PPI	CSN inh
1	Cc1ccsc1C(=O)N1CCC1(C)C(=O)Nc1cccc(C#N)c1 (stereo not drawn)	-1.5	i	i	7	1
2	CCc1nnc(NS(=O)(=O)c2ccc(NC(=O)c3ccc(C#N)cc3)cc2)s1	0.3	i	i	6	1
3	CCN(Cc1ccncc1)S(=O)(=O)c1ccc(C(C)=O)cc1	1.5	i	i	-5	-2
4	CCN(CC)S(=O)(=O)c1ccc(N2CCCC2)c(NC(=O)Cc2ccc(OC)cc2)c1	0.7	i	i	0	0
5	O=[N+]([O-])c1ccc(S(=O)(=O)N/N=C/c2ccsc2)cc1	1.2	i	i	-28	-6
6	O=C(CN1CCC(C(=O)c2ccc3c(c2)OCCO3)CC1)Nc1ccccc1F	0.0	i	i	-7	2
7	CCCCNC(=O)/C(=C\c1ccc([N+](=O)[O-])o1)NC(=O)c1ccccc1	-0.1	i	i	-24	-14
8	O=C(N/N=C/C(Br)=C/c1ccccc1)c1ccncc1	-0.4	i	i	-28	2
9	O=C1C(=NO)C(c2ccccc2)Oc2ccccc21 (stereo not drawn)	0.3	i	i	-29	3
10	COc1cc(NC(=O)COc2ccccc2[N+](=O)[O-])ccc1NC(=O)c1cccs1	5.2	i	i	-1	19
11	CN(CC(=O)N1CCCc2c1c(=O)oc1ccc(O)cc21)Cc1ccccc1	0.2	i	i	-8	1
12	O=C(NCCc1ccncc1)Nc1ccc(Cl)c(Cl)c1	1.6	i	i	-1	1

cpd	DNMT1 inh	Scp1 inh	NadD inh	Rin1-Abl PPI inh	STEP block
1	-2	/	-2	-1	0
2	-1	3	0	1	0
3	-12	-5	14	-6	2
4	-1	-4	-2	1	-1
5	2	1	-4	-2	-1
6	-2	9	-2	-2	2
7	-5	1	-4	-1	-4
8	-5	-11	-7	-2	-2
9	-4	2	0	3	-3
10	26	-5	-8	-1	2
11	-4	-4	2	-6	2
12	-1	-3	-5	-1	-2

(more compounds)
cpd	SMILES	LMPTP inh	Rpn11 block	Neddylation inh	SUMO1-SIM PPI	CSN inh
13	Cc1noc2ncnc(Oc3ccc(F)cc3)c12	0.7	i	i	3	0
14	Cc1ccc(O)c(C(=O)c2cnn(C(=O)c3cccc(S(=O)(=O)N(C)C)c3)c2)c1	-0.1	i	i	-5	2
15	O=C(Nc1cccc(-c2cn3c(n2)SCC3)c1)c1ccc(Br)o1	0.6	i	i	1	2
16	CC(NC(=O)c1cccc(N(C)C)c1)c1ccc(-n2ccnc2)cc1 (stereo not drawn)	-1.3	i	+	2	3
17	CC(=O)Nc1ccc(C(=O)OCC(=O)NCc2cccs2)cc1	-0.1	i	i	5	-5
18	CC1CCN(S(=O)(=O)c2cccc3cccnc23)CC1	-0.3	i	i	-2	1
19	CC(C)CCN(C(=O)Cc1ccc(Cl)c(Cl)c1)c1c(N)n(Cc2ccccc2)c(=O)[nH]c1=O	-0.2	i	i	5	5
20	Cc1ccc(Cl)c(OCC(=O)Nc2ccc(S(=O)(=O)NC3=NCCCCC3)cc2)c1	0.3	i	i	4	2
21	Cc1ccc(N2CC(C(=O)N3CCN(c4ccccc4)CC3)CC2=O)cc1 (stereo not drawn)	-1.1	i	i	-2	1
22	COc1cc2c(cc1NC(=O)c1ccc3c(c1)OCO3)oc1ccccc12	2.9	i	/	2	0
23	Cc1cccc(-c2nnc(SCC(=O)c3ccc(O)cc3O)n2C)c1	0.4	i	i	1	0
24	O=C(COc1ccccc1)NCCSCc1ccco1	1.5	i	i	6	-2

cpd	DNMT1 inh	Scp1 inh	NadD inh	Rin1-Abl PPI inh	STEP block
13	-1	4	3	2	-1
14	9	0	7	1	0
15	0	-7	-2	0	-2
16	3	0	-2	-3	0
17	-2	-8	-3	2	3
18	-1	-1	0	1	3
19	9	-3	10	-5	3
20	-4	1	0	-2	-1
21	0	-5	-3	6	-3
22	-5	0	-2	-3	2
23	3	-9	4	1	0
24	9	19	3	1	0

Next part, starting with the last 3 of the part before.
cpd	SMILES	LMPTP inh	Rpn11 block	Neddylation inh	SUMO1-SIM PPI	CSN inh
22	COc1cc2c(cc1NC(=O)c1ccc3c(c1)OCO3)oc1ccccc12	2.9	i	/	2	0
23	Cc1cccc(-c2nnc(SCC(=O)c3ccc(O)cc3O)n2C)c1	0.4	i	i	1	0
24	O=C(COc1ccccc1)NCCSCc1ccco1	1.5	i	i	6	-2
25	CC(CC(=O)Nc1cc(S(=O)(=O)N2CCOCC2)ccc1OCC(F)(F)F)c1ccccc1 (stereo not drawn)	-0.2	i	i	5	2
26	CCc1cccc2cc3c(N)c(C(=O)Nc4ccc(S(=O)(=O)N5CCCC5)cc4)sc3nc12	0.8	/	i	-1	25
27	Cc1cc(O)cc2c1O[C@@](C)(CCC[C@@H](C)CCC[C@@H](C)CCCC(C)C)CC2	1.6	i	i	6	3
28	O=C(COC(=O)C12CC3CC(CC(C3)C1)C2)Nc1ccc(OC(F)F)cc1	4.1	i	i	-1	2
29	COc1ccc(OC)c(C2=CC(=O)C[C@H](c3ccc4c(c3)OCO4)C2)c1	1.4	i	i	-1	-4
30	CN(C(=O)CSc1nnc(-c2cccs2)n1N)c1ccccc1	-1.1	i	i	3	-5
31	CCOc1ccc(CCNC(=O)CN2C(=O)CCSc3ccccc32)cc1	-0.4	i	i	0	2
32	Cn1ccc(-c2ccccc2)n1	1.0	i	i	-3	-1
33	COc1ccc(-c2ccc(-c3cc(=O)oc4cc(OC)c(OC)c(OC)c34)cc2)cc1OC	3.1	i	i	-23	0
34	O=S(=O)(c1ccc2c(c1)CCCN2)N1CCCC2CCCCC21 (stereo not drawn)	0.7	i	i	7	4
35	Cc1cc(C)c2cccc(NC(=S)NC(=O)c3ccccc3)c2n1	1.5	i	i	-1	-1
36	CCC(c1nc2ccccc2c(=O)n1-c1cccnc1)N1C(=O)c2ccccc2C1=O (stereo not drawn)	-0.9	i	i	-9	-2

cpd	DNMT1 inh	Scp1 inh	NadD inh	Rin1-Abl PPI inh	STEP block
22	-5	0	-2	-3	2
23	3	-9	4	1	0
24	9	19	3	1	0
25	0	-7	1	2	1
26	-3	-5	44*	-3	-8
27	4	-4	2	2	1
28	-7	-9	-4	-4	0
29	3	-14	-4	0	1
30	7	-4	-2	2	-3
31	-1	-12	-1	11*	-2
32	-5	-1	-2	6	2
33	26	4	-6	0	0
34	-1	-6	-11	0	-2
35	-9	-9	-2	-4	2
36	-1	-4	14	-1	1

Carrying on.
cpd	SMILES	LMPTP inh	Rpn11 block	Neddylation inh	SUMO1-SIM PPI	CSN inh
37	COC(=O)c1c(NC(=O)COC(=O)c2ccc(C)s2)sc2c1CCCCC2	0.6	i	i	4	3
38	CCC(CC)NC(=O)c1nn(Cc2ccccc2)c(=O)c2ccccc12	0.7	i	i	7	-4
39	CCN1CCN(c2ccc(S(=O)(=O)N3CCOCC3)cc2NC(=O)CCOc2ccccc2)CC1	-1.2	i	i	-5	1
40	O=C(NCC(c1cccnc1)N1CCN(c2ccccc2)CC1)c1ccc2c(c1)OCO2 (stereo not drawn)	-0.6	i	i	-3	1
41	CSCCC(NC(=O)c1ccccc1)C(=O)NCCCSc1ccccc1 (stereo not drawn)	-0.8	i	i	2	-1
42	CC1(C)CC(=O)c2cnc(NCc3ccco3)nc2C1	-1.4	i	i	-2	-3
43	CCCCNc1c(-c2ccc(OC)c(SC3CCCCC3)c2)nc2ccc(C)cn12	10&13	i	/	-21&0	-1&-3
44	Fc1ccc(-n2c(-c3ccc4ccccc4n3)n[nH]c2=S)cc1	-0.3	i	i	-3	9
45	Cn1c(=O)[nH]c(=O)c2c1nc(Br)n2CCOc1ccccc1	-1.5	i	i	5	-1
46	COc1cc(-c2nnc(COC(=O)c3ccc([N+](=O)[O-])o3)o2)cc(OC)c1OC	0.6	i	i	-20	1
47	CCOC(=O)N1CCC(NC(=O)c2cc(-c3ccc(OC)cc3)nc3ccccc23)CC1	1.5	i	/	-7	0
48	c1ccc(Cc2nnc3sc(-c4ccc5c(c4)OCO5)nn23)cc1	1.3	i	i	-4	-2

cpd	DNMT1 inh	Scp1 inh	NadD inh	Rin1-Abl PPI inh	STEP block
37	11	-6	-4	1	-1
38	-1	-10	-7	1	-4
39	1	-8	-7	2	-5
40	-4	-2	0	2	2
41	0	-10	-1	1	-1
42	0	-2	-1	0	-3
43	-17	23	8&8	3	6
44	1	2	16	1	0
45	2	-4	-1	6	3
46	-2	/	-1	0	-1
47	-3	-5	-2	-1	1
48	4	0	1	-4	4
